# Assay outcomes deposited in PubChem by National Center for Advancing Translational Sciences (NCATS).
# PI5P4Ka inh = qHTS for Inhibitors of phosphatidylinositol 5-phosphate 4-kinase (PI5P4K); Phosphatidylinositol 5-phosphate 4-kinase type-2 alpha (Homo sapiens), P48426; PI5P4Kalpha enzyme, ADP-Glo luminescence, 60 min; hits give low values; max response, %; actives 1.2% (n = 330,000); active = max response of -50% or lower; inconclusive = between -30% and -50%; inactive = -30% or higher; also: value at the top dose of about 77 µM; % is scaled to controls: 0 for no effect and ±100 for the full control effect
#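 Reactions run in 0.038 M HEPES pH 7.4, 0.28 mM EGTA, 0.1% CHAPS and 5% DMSO, with PI5P4Kalpha, substrate, compound and 5 microM ATP final, one hour at room temperature. Readout is ADP-Glo luminescence.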
# EPAC2 antagonist = qHTS for Antagonist of cAMP-regulated guanine nucleotide exchange factor 2 (EPAC2): primary screen | Rap guanine nucleotide exchange factor 4 (Homo sapiens), Q8WZA2 | actives 0.18% (n = 360,000) | EPAC2 GEF exchange of Rap1B-BODIPY-GDP, fluorescence | Potency, µM (highest dose often 114 µM), inactives show at the top dose activity, negative = inhibition, most hits filed as inhibitors; also: potency is read from the fitted curve at half-maximal effect; % is scaled to controls: 0 for no effect and ±100 for the full control effect; nearly all actives have a fitted effect of over 45% in size; many of its hits are not listed in these tables
# EPAC1 agonist = qHTS for Agonist of cAMP-regulated guanine nucleotide exchange factor 3 (EPAC1): primary screen. Rap guanine nucleotide exchange factor 3 (Homo sapiens), O95398. EPAC1 agonist qHTS, biochemical assay; response scale: 100% = response to 6.5 mM cAMP. Potency, µM (series often up to 154 µM), without a hit: at the highest dose activation, actives largely listed as activators. actives 0.073% (n = 360,000). AID 720707, 2013; also: potency is read from the fitted curve at half-maximal effect; nearly all actives have a fitted effect of over 60% in size
# Target sequence (O95398 whole entry, looked up): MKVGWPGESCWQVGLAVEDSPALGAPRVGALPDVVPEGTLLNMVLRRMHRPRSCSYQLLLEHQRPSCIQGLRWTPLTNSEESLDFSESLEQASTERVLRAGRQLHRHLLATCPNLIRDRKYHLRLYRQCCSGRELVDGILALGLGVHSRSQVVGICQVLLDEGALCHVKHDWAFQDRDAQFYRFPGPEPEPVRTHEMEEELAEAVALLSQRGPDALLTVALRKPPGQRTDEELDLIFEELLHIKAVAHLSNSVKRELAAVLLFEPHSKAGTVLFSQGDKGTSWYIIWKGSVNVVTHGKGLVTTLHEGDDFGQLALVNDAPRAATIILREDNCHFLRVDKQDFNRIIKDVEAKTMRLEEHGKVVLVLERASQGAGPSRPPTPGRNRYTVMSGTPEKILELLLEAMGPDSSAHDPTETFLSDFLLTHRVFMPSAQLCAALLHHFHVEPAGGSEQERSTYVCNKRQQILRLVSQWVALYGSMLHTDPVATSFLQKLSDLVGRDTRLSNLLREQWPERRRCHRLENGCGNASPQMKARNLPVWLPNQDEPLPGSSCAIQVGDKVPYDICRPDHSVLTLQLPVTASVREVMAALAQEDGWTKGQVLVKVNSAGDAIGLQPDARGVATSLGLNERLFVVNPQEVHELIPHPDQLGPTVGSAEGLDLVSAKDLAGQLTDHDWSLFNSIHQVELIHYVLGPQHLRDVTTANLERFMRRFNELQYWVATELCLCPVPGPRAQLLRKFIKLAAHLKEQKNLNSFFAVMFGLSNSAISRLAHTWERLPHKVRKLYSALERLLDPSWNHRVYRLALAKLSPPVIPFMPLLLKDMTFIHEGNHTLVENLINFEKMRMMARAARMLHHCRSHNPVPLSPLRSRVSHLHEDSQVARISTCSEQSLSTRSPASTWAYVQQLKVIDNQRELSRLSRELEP
#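 Read-out is the fluorescence drop as BODIPY-GDP leaves Rap1B (480 nm excitation, 540 nm emission), recorded every 5 minutes over 30 minutes. Reactions held 100 nM EPAC1, 250 nM Rap1B–BODIPY-GDP and 50 uM GDP, with 6.5 mM cAMP setting full activation.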
# EPAC1 antagonist = qHTS for Antagonist of cAMP-regulated guanine nucleotide exchange factor 3 (EPAC1): primary screen. Rap guanine nucleotide exchange factor 3 (Homo sapiens), O95398. EPAC1 GEF assay, Rap1b-BODIPY-GDP exchange fluorescence. Potency, µM (series often up to 115 µM), without a hit: at the highest dose activity change, negative = inhibition, actives largely listed as inhibitors. actives 0.14% (n = 360,000). AID 720709, 2013;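 also: potency is read from the fitted curve at half-maximal effect; plate controls were vehicle for no effect and positive control for full effect; nearly all actives have a fitted effect of over 50% in size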
# CCT chaperon mod = High-Throughput Screening for Modulators of Cytosolic Chaperonin Activity | actives 0.3% (n = 360,000) | activity change, % (test concentration not listed), hits read low | AID 651819, 2012 | purified chaperonin ATPase assay, HTRF ADP detection, 30 min; in the data active = activity change below about -30%; also: % is scaled to controls: 0 for no effect and ±100 for the full control effect
#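 ATPase activity: ADP formed was measured by HTRF Transcreener (665/615 nm ratio) after 30 min at 37 deg C with 10 uM ATP. Compounds screened at one 76 uM concentration against 40 or 20 nM TRiC in Tris pH 7.4/KCl/MgCl2/DTT buffer.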
# MmCpn inh = Inhibitors of TCP-1 ring complex (TRiC) of Methanococcus maripaludis (MmCpn): qHTS | Chaperonin Mm-Cpn (Methanococcus maripaludis) | purified Mm-Cpn ATPase, ADP Transcreener TR-FRET | Potency, µM (top dose mostly 76.9 µM), for the others: top-dose activity, negative = inhibition, most hits filed as inhibitors | actives 0.031% (n = 330,000); also: potency is read from the fitted curve at half-maximal effect; % is scaled to controls: 0 for no effect and ±100 for the full control effect; nearly all actives have a fitted effect of over 80% in size
#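 ATPase read-out: TR-FRET ADP immunoassay (anti-ADP Eu cryptate vs ADP-d2), ex 320 nm, em 590/665 nm; signal drops as ADP forms. Enzyme 25 nM, ATP 10 uM, 30 min at 37°C after 10 min compound preincubation.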
# WRN inhibitor = qHTS for Inhibitors of WRN Helicase | Potency, µM (titrated, usually from 114 µM), for inactives: at the top dose activity change, negative = inhibition, usual class: inhibitors | Bifunctional 3'-5' exonuclease/ATP-dependent helicase WRN (Homo sapiens), Q14191 | WRN helicase unwinding, fluorescent forked duplex, kinetic | actives 0.46% (n = 360,000); also: potency is read from the fitted curve at half-maximal effect; % is scaled to controls: 0 for no effect and ±100 for the full control effect; nearly all actives have a fitted effect of over 55% in size
#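 Enzyme (20 nM final) and test compound sit together 15 min at room temperature before substrate addition. Substrate is a single-forked duplex oligonucleotide (100 nM) labelled with fluorophore and quencher, with 2 mM ATP; helicase unwinding raises red fluorescence, read kinetically.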
# PLK1 PBD inh = qHTS for Inhibitors of PLK1-PDB (polo-like kinase 1 - polo-box domain): Primary Screen. Serine/threonine-protein kinase PLK1 (Homo sapiens), P53350. Plk1 PBD binding of FITC phosphopeptide, fluorescence polarization. Potency, µM, inactives show max response, negative = inhibition, most hits filed as inhibitors. actives 2.8% (n = 360,000). AID 720504, 2013; also: potency is read from the fitted curve at half-maximal effect; series mostly up to about 57 µM; % is scaled to controls: 0 for no effect and ±100 for the full control effect; nearly all actives have a fitted effect of over 65% in size
# * = called active by the depositor; u = inconclusive; x = not tested or not shown; [ ] = dose if it differs, or a comment. Unless noted, calls follow the shape of the dose curve; as a rule, active = well fitted curve in the direction sought with a large enough effect; inconclusive = small, poorly fitted or top-dose-only effect, or another doubt; inactive = no such curve, though single readings can be large; an effect the other way counts as inactive or inconclusive. Not all compounds are listed (hit frequency here may not be typical).
PI5P4Ka inh	EPAC2 antagonist	EPAC1 agonist	EPAC1 antagonist	CCT chaperon mod	MmCpn inh	WRN inhibitor	PLK1 PBD inh	SMILES
x	4%	-2%	3%	-0.7	-1%	7%	2%	O=C(CCn1c(=O)oc2ccccc21)N1CCN(c2ccccc2F)CC1
x	-8%	18%	-1%	-3.1	0%	-7%	-10%	CCOc1ccc(N(CC(=O)NCc2cccc(OC)c2)S(=O)(=O)c2c(C)noc2C)cc1
-14	7%	-2%	-3%	-1.8	x	9%	-13%	N#CCc1c(C#N)c(N)nc(N2CCOCC2)c1C#N
7	-13%	9%	-13%	1.8	0%	-2%	1%	CCCCN(c1ccccc1)c1ncnc2nc[nH]c12
-1	2%	-5%	7%	1.2	1%	-8%	0%	Cc1nc(CC(C)C)cc(C(=O)N2CCCC(Nc3ccc(C)c(C)c3)C2)n1 (stereo not given)
-3	6%	3%	-8%	-0.4	x	-19%	-9%	CCCCNC(=O)C1(N2C(=O)c3ccccc3C2=O)CCCC1
x	5%	11%	-1%	-1.7	-2%	6%	-1%	CS(=O)(=O)N(CC(=O)N1CCCCCC1)c1cccc(Br)c1
2	3%	1%	16%	-1.5	-1%	2%	-3%	O=C(O)C1CCCCC1C(=O)Nc1ccc(S(=O)(=O)N2CCCC2)cc1 (stereo not given)
0	0%	-3%	14%	-1.0	1%	0%	2%	Cc1cnc(C(=O)OCC(=O)N2c3ccccc3NC(=O)C2(C)C)cn1
-24	22%	-2%	4%	-2.8	-2%	-6%	-8%	O=C(COc1ccccc1[N+](=O)[O-])N/N=C/C=C/c1ccco1

# Profiles, looked up by structure.
# CCCCN(c1ccccc1)c1ncnc2nc[nH]c12 across the screens: PI5P4Ka inh: 7; EPAC2 antagonist: -13%; EPAC1 agonist: 9%; EPAC1 antagonist: -13%; CCT chaperon mod: 1.8; MmCpn inh: 0%; WRN inhibitor: -2%; PLK1 PBD inh: 1%
# CS(=O)(=O)N(CC(=O)N1CCCCCC1)c1cccc(Br)c1 across the screens: PI5P4Ka inh: x; EPAC2 antagonist: 5%; EPAC1 agonist: 11%; EPAC1 antagonist: -1%; CCT chaperon mod: -1.7; MmCpn inh: -2%; WRN inhibitor: 6%; PLK1 PBD inh: -1%

# Next section
PI5P4Ka inh	EPAC2 antagonist	EPAC1 agonist	EPAC1 antagonist	CCT chaperon mod	MmCpn inh	WRN inhibitor	PLK1 PBD inh	SMILES
-50*	4%	-20%	-16%	-9.2	2%	-7%	u	O=C(Nc1nnc(-c2ccc(Cl)cc2)o1)c1nc2ccccc2s1
0	3%	-2%	14%	-49*	-2%	1%	0%	CCc1ccc2nc(N3CCN(C)CC3)c(C#N)cc2c1
0	-1%	3%	6%	0.3	-1%	-25%	-11%	COc1ccccc1Oc1ccc(N2CC(C(=O)OCC(=O)c3ccc(F)cc3)CC2=O)cc1 (stereo not given)
x	5%	8%	4%	-1.0	0%	8%	-3%	COc1ccc(-c2noc(CN3C(=O)c4ccccc4C3=O)n2)cc1
u	u	9%	-3%	1.0	-7%	-5%[11.6 µM]	u	Cc1cccc(C2C3=C(Nc4[nH]n(-c5ccccc5)c(=O)c42)c2ccccc2C3=O)c1 (stereo not given)
0	0%	7%	-11%	0.5	1%	-7%[57.1 µM]	-11%	CC(C)(C)NC(=O)NC(=O)C[n+]1ccc(Cc2ccc([N+](=O)[O-])cc2)cc1
x	-4%	-2%	-2%	-3.0	-3%	-13%	-5%	O=S(=O)(NC1CCCC1)c1cccc(-c2nnc(-c3ccccc3)o2)c1
-5	12%	-2%	15%	0.1	-2%	5%	0%	N=c1ncn(Cc2ccccc2)c2nc(SCCOc3ccccc3)[nH]c12
-3	0%	6%	8%	-4.7	2%	2%	0%	CCC1(CC)NC(=O)N(CC(=O)OCC(=O)NC(=O)c2ccccc2)C1=O
3	-5%	-2%	3%	-0.3	0%	2%	-6%	Cc1cc2c(cc1S(=O)(=O)N1CCOCC1)NC(=O)CO2

# An excerpt from above in order of molecular weight, low to high.
PI5P4Ka inh	EPAC2 antagonist	EPAC1 agonist	EPAC1 antagonist	CCT chaperon mod	MmCpn inh	WRN inhibitor	PLK1 PBD inh	SMILES
-14	7%	-2%	-3%	-1.8	x	9%	-13%	N#CCc1c(C#N)c(N)nc(N2CCOCC2)c1C#N
0	3%	-2%	14%	-49*	-2%	1%	0%	CCc1ccc2nc(N3CCN(C)CC3)c(C#N)cc2c1
3	-5%	-2%	3%	-0.3	0%	2%	-6%	Cc1cc2c(cc1S(=O)(=O)N1CCOCC1)NC(=O)CO2
-3	6%	3%	-8%	-0.4	x	-19%	-9%	CCCCNC(=O)C1(N2C(=O)c3ccccc3C2=O)CCCC1
-24	22%	-2%	4%	-2.8	-2%	-6%	-8%	O=C(COc1ccccc1[N+](=O)[O-])N/N=C/C=C/c1ccco1
x	5%	8%	4%	-1.0	0%	8%	-3%	COc1ccc(-c2noc(CN3C(=O)c4ccccc4C3=O)n2)cc1
0	0%	-3%	14%	-1.0	1%	0%	2%	Cc1cnc(C(=O)OCC(=O)N2c3ccccc3NC(=O)C2(C)C)cn1
-50*	4%	-20%	-16%	-9.2	2%	-7%	u	O=C(Nc1nnc(-c2ccc(Cl)cc2)o1)c1nc2ccccc2s1
x	-4%	-2%	-2%	-3.0	-3%	-13%	-5%	O=S(=O)(NC1CCCC1)c1cccc(-c2nnc(-c3ccccc3)o2)c1
0	0%	7%	-11%	0.5	1%	-7%[57.1 µM]	-11%	CC(C)(C)NC(=O)NC(=O)C[n+]1ccc(Cc2ccc([N+](=O)[O-])cc2)cc1
-5	12%	-2%	15%	0.1	-2%	5%	0%	N=c1ncn(Cc2ccccc2)c2nc(SCCOc3ccccc3)[nH]c12
2	3%	1%	16%	-1.5	-1%	2%	-3%	O=C(O)C1CCCCC1C(=O)Nc1ccc(S(=O)(=O)N2CCCC2)cc1 (stereo not given)
x	5%	11%	-1%	-1.7	-2%	6%	-1%	CS(=O)(=O)N(CC(=O)N1CCCCCC1)c1cccc(Br)c1
u	u	9%	-3%	1.0	-7%	-5%[11.6 µM]	u	Cc1cccc(C2C3=C(Nc4[nH]n(-c5ccccc5)c(=O)c42)c2ccccc2C3=O)c1 (stereo not given)
0	-1%	3%	6%	0.3	-1%	-25%	-11%	COc1ccccc1Oc1ccc(N2CC(C(=O)OCC(=O)c3ccc(F)cc3)CC2=O)cc1 (stereo not given)

# More records.
PI5P4Ka inh	EPAC2 antagonist	EPAC1 agonist	EPAC1 antagonist	CCT chaperon mod	MmCpn inh	WRN inhibitor	PLK1 PBD inh	SMILES
1	2%	19%	-20%	0.5	-2%	-3%	-4%	CCOc1ccc(NC(=S)Nc2ccc(OC(F)(F)F)cc2)cc1
0	-1%	4%	-16%	-2.2	-5%	3%	-13%	CCC1CCCCN1C(=O)c1cc(S(=O)(=O)N2CCOCC2)ccc1C (stereo not given)
-1	-4%	-2%	-2%	0.2	u	-12%	-3%	O=C(NCC(c1ccco1)N1CCc2ccccc2C1)C(=O)Nc1ccc(F)cc1F (stereo not given)
x	4%	0%	17%	-0.1	1%	2%	-6%	CCOC(=O)N1CCN(C(=O)COc2ccc(S(=O)(=O)NCC(C)C)cc2C)CC1
1	19%	-3%	6%	3.0	-1%	5%	-5%	CCCN1Cc2cccc(C(=O)Nc3ccc(CN4CCCC4)cc3)c2C1=O
